RmlCD inh mix = RmlC and RmlD coupled enzyme inhibitors, primary screen, biochemical, 384-well, compound mixtures, retest; RmlC/RmlD coupled enzyme inhibition, 384-well mixture HTS; inhibition, % at 5.5 µM; hit rate 0.39% among 110,000; AID 1532, 2009; in the data active = inhibition above about 30%, passing the limit was not always enough; also: strong numbers were not always called active
RT RNaseH block = HIV-1 RT RNase H inhibitors, primary screen, biochemical, fluorescence; RT-RNase H RNA/DNA duplex cleavage; inhibition, % at 10 µM; hit rate 1.9% among 65,000; AID 565, 2006; in the data active = inhibition above about 50%
* hit, by the source's call; . = no result given. This is a subset; rates above refer to the full screens.

SMILES | RmlCD inh mix | RT RNaseH block
O=C1CC(c2ccccc2)N1c1ccccc1 (centres undefined) | -11.7 | .
O=C(NCC1(c2ccccc2)CCCC1)C1(c2ccccc2)CCCC1 | -23.0 | .
Cn1[nH]c(=O)c2ccccc2c1=O | -10.2 | 4.1
COc1ccc(OCC(=O)Nc2ccccc2C(=O)N2CCCC2)cc1 | 2.1 | -5.5
CCCCCn1c(CN2CC(C)OC(C)C2)nc2c1c(=O)n(C)c(=O)n2C (centres undefined) | -8.3 | -18.5
Cc1c(C(=O)OCC2CCCO2)[nH]c2c1C(=O)CC(c1ccc(N(C)C)cc1)C2 (centres undefined) | 7.6 | 0.8
Nn1c(SCC(=O)Nc2ccc(F)cc2F)nnc1-c1cccnc1 | 19.9 | 3.8
COc1ccc(C(=O)CN2C(=O)NC(C)(c3ccccc3)C2=O)cc1OC (centres undefined) | -7.6 | .
O=C(CSc1ncccn1)NCc1ccc(F)cc1 | -5.7 | -6.1
Cn1ncc2c(Nc3ccc(-c4ccccc4)cc3)ncnc21 | . | 2.5
COc1ccc(C(=O)NCCc2nnc(SCC(=O)Nc3ccc(Br)cc3)n2C)cc1 | 4.4 | .
CCc1ccccc1OCCCCCNCCO | -10.2 | -4.6
O=S(=O)(NCCc1cn2ccccc2n1)c1ccc2c(c1)CCCC2 | -7.2 | .
CC(C)CC(=O)N1CCN(S(=O)(=O)c2ccc(F)cc2)CC1 | -10.8 | -7.4
COCCNC(=O)CN(C(=O)Cn1nnc2ccccc21)c1ccccc1 | -5.8 | 2.8
O=C(Nc1nn[nH]n1)c1cccc(Oc2ccccc2)c1 | 4.2 | 3.6

An excerpt of these results, with two lines to a compound.
Order of values: RmlCD inh mix | RT RNaseH block
Cn1ncc2c(Nc3ccc(-c4ccccc4)cc3)ncnc21
→ . | 2.5
COc1ccc(C(=O)NCCc2nnc(SCC(=O)Nc3ccc(Br)cc3)n2C)cc1
→ 4.4 | .

The list continues:
SMILES | RmlCD inh mix | RT RNaseH block
CCOC(=O)C1CCN(C(=O)CCCCn2c(=O)[nH]c3ccccc3c2=O)CC1 | -11.1 | -7.3
CCO[C@H]1OC(C(=O)O)=C[C@@H](c2coc3ccccc3c2=O)[C@@H]1CCCO | -10.2 | .
CCOC(=O)c1sc(NC(=O)c2cc(-c3ccccc3C)nc3ccccc23)c(C#N)c1C | 17.7 | .
COc1ccccc1OCC(=O)N1CCN(c2ccccc2OC)CC1 | -4.0 | 10.4
CC(=O)NC(CC(C)C)C(=O)NC(CO)C(=O)NC(CCC(=O)O)C(=O)NC(C)C(=O)NC(CC(C)C)C(N)=O (centres undefined) | 10.4 | .
CN(C(=O)c1cccc(C#N)c1)c1nnc(C2CCCO2)s1 (centres undefined) | 5.4 | -11.7
Cc1cc(NCCOCCO)n2ncc(-c3ccc(Cl)cc3)c2n1 | -14.7 | 2.2
COC(=O)c1nc(N)sc1-c1ccccc1 | 9.2 | -25.8
CC1(C)N=C(SCC(=O)Nc2ccccc2)C(c2ccc(Cl)cc2)=N1 | -5.4 | .
O=C(CN1CCCCC1)Nc1ccccc1NC(=O)CN1CCCCC1 | -12.6 | 4.2
Cc1[nH]nc2c1C(c1ccccn1)N(c1ccc(Br)cc1)C2=O (centres undefined) | -7.8 | -7.1
CC(=NCc1ccco1)c1c(O)n(-c2ccccc2)c(=O)[nH]c1=O | 3.9 | .
CCN1CCN(Cc2cc(Br)ccc2O)CC1 | 6.7 | .
Cc1cccc(-c2noc(CN(C(=O)c3c(-c4ccccc4Cl)noc3C)C(C)C)n2)c1 | 1.5 | -17.3
Cc1cc(C)c2c(CN3CCN(C/C=C/c4ccccc4)CC3)cc(=O)oc2c1 | -12.9 | -4.9
CCC(=O)N(CCC(c1ccco1)c1ccccc1OC)Cc1cccs1 (centres undefined) | -14.2 | .
O=C(Nc1ccc(S(=O)(=O)N2CCCC2)cc1)N1c2ccccc2Sc2ccccc21 | -11.7 | .
CCCCC(=O)Nc1nc(C)c(-c2csc(Nc3cc(Cl)ccc3OC)n2)s1 | -19.1 | .
Cc1nc2ccccc2n1CC(=O)N1CC(=O)Nc2ccccc21 | -23.9 | -7.4
COc1ccc(NC(=O)c2cccc(NC(=O)C3C4CC5OC(=O)C3C5C4)c2)c(OC)c1 (centres undefined) | -7.2 | -2.0
CCCC(=O)Nc1nn(CCC)c2nc3ccccc3cc12 | -6.3 | -2.1
C=CCOc1cccc(C2C(C(=O)c3ccc(C)o3)=C(O)C(=O)N2CCN(C)C)c1 (centres undefined) | 36.4 | 0.0
Cc1nc(SCC(=O)Nc2ccc(F)cc2)c2oc3ccccc3c2n1 | . | 35.8
Cc1cccc(N2CCN(C(=O)CCNS(=O)(=O)c3ccc4c(c3)CCC(=O)N4)CC2)c1C | 4.3 | -6.7
CCOC(=O)c1sc(NC(=O)COC(=O)Cn2cnc3ccccc32)c(C(=O)OCC)c1C | . | -3.9
O=C(NC(NC(=S)Nc1ccccc1)C(Cl)(Cl)Cl)c1cccc(Cl)c1 (centres undefined) | -18.1 | .
O=C(OCn1ncc(Cl)c(Cl)c1=O)c1ccccc1Cl | -10.5 | .
CC1=CC(C)(C)Nc2cc(C)c(C)cc21 | 0.3 | 21.7
Cn1c(=O)c2c(nc(NCc3ccco3)n2CCc2ccccc2)n(C)c1=O | -2.0 | 7.2
Nc1c(C(=O)OCC2CCCO2)c2nc3ccccc3nc2n1Cc1cccs1 (centres undefined) | 4.0 | -1.7
O=C(NCc1cccc(Br)c1)c1cc(-c2ccccc2)nn1CC1CC(c2cccnc2)=NO1 (centres undefined) | 3.3 | .
Clc1ccc(Cc2nn3c(-c4ccncc4)nnc3s2)cc1 | . | 53.8*
CCn1c(=O)n(CC)c2cc(S(=O)(=O)N3CCOCC3)ccc21 | -0.5 | -2.8
CC(=O)c1cc(C#N)c(Oc2cc(C)cc(C)c2)nc1C | -15.4 | .
CCN1C(=O)c2ccc(-c3nc4ccccc4c(=O)o3)cc2C1=O | . | -19.3
O=C(Nc1ccc(S(=O)(=O)O)cc1)c1ccc2c(c1)S(=O)(=O)c1ccccc1C2=O | 5.5 | .
CCOC(=O)N1CCC(NC(=O)c2cc(C(=O)Nc3ccc(F)cc3F)ccc2CO)CC1 | 4.4 | -4.1
Cc1ccc(S(=O)(=O)N2CCCCC2C(=O)N2CCN(c3ccccc3F)CC2)cc1 (centres undefined) | -5.6 | .
CN(CCCNC(=O)c1ccc(N2CCCC2=O)cc1)c1ccccc1 | 17.2 | -3.9
CCOC(=O)C1CCN(C(=O)COc2cccc(C)c2)CC1 | -12.3 | -6.0
COCCNC(=O)c1cc2c(=O)n3cccc(C)c3nc2n(Cc2ccncc2)c1=N | 39.6* | -10.1
Cc1ccc(S(=O)(=O)/N=S(/C)c2ccccc2)cc1 (centres undefined) | 3.5 | .
Cc1nnc(NC(=O)C2CCCN(S(=O)(=O)Cc3ccccc3)C2)s1 (centres undefined) | -11.5 | -5.4
O=C(NCCN1CCc2ccccc2C1)C1CC(=O)N(C2CCCC2)C1 (centres undefined) | . | 2.4
C=CCNC(=O)c1ccc(C(=O)c2ccccc2)cc1 | -3.6 | -12.3
CCC(C(=O)NC1CCCCC1)n1c(SCc2ccc(F)cc2)nc2ccncc21 (centres undefined) | -5.0 | .
CCOC(=O)C1C(c2ccc(C)o2)NC(=O)NC1(O)C(F)(F)F (centres undefined) | . | -2.9
CS(=O)(=O)N1CCC(C(=O)Nc2ccc(Br)cc2F)CC1 | 3.9 | -4.7
CCCOc1cc(C)c(S(=O)(=O)n2ccc(C)n2)cc1C | 2.5 | -55.1
CNC(=O)c1csc(-c2ccc(C)cc2)n1 | 5.1 | .
COc1ccc(NC(=O)N[C@@H](CCSC)C(=O)O)cc1Cl | -4.2 | 2.6
Brc1cc(Br)c2nc(-c3cccs3)ccc2c1 | -13.4 | .
COc1cc(OC)cc(C(=O)NC(=S)Nc2ccc(Cl)c(C(=O)O)c2)c1 | 12.5 | .
O=[N+]([O-])c1ccccc1N/N=C/c1c[nH]c2ccccc12 | 1.4 | .
c1ccc(-c2nc(NCc3ccco3)c3ccccc3n2)nc1 | -6.4 | 17.8
COCCNC(=O)Cn1cnc2sc(C)c(S(=O)(=O)N3CCC(C)CC3)c2c1=O | 0.0 | -7.7

(continued)
SMILES | RmlCD inh mix | RT RNaseH block
Cc1ccc(-n2c(SCC(N)=O)nc3c([nH]c4ccccc43)c2=O)cc1 | 4.4 | -1.3
CCOC(=O)c1c(C)oc2ccc(NS(=O)(=O)c3cccs3)cc12 | 6.2 | .
O=c1c2c(nc3nc(COc4ccccc4)[nH]n13)CCC2 | -18.1 | 3.4
Brc1cc2[nH]cnc2c2ccccc12 | -5.8 | -11.5
O=C(O)CC1S/C(=N/N=C/c2ccc(-c3ccc(Cl)cc3[N+](=O)[O-])o2)NC1=O (centres undefined) | -1.2 | .
COc1ccc(-c2[nH]c(-c3ccc(F)cc3)nc2SCC(=O)NC2CCCC2)cc1 | 10.3 | .
NC(=O)C1CCN(C(=O)Cn2cccc2C(=O)c2ccccc2)CC1 | -3.5 | .
Cc1ccc(NC(=O)N2CCC(NC(=O)C(C)(C)C)CC2)cc1 | -10.9 | .
O=C(C1=C[C@H](C2CC2)C[C@H](OCc2ccc(CO)cc2)O1)N1CCOCC1 | 1.7 | .
O=C1CC(N2CCC(c3nc4ccccc4[nH]3)CC2)C(=O)N1Cc1ccccc1 (centres undefined) | -12.5 | 12.8
CC(=O)N1CCN=C1SCc1c(F)cccc1Cl | 9.1 | -80.0
CCCNc1nc(OC(C(F)(F)F)C(F)(F)F)nc(OC(C(F)(F)F)C(F)(F)F)n1 | 5.7 | .
Cc1csc(N(C)C(=O)CSc2nnc(COc3ccccc3C)o2)n1 | 5.5 | -19.6
Cc1cc(C(=O)CSc2nnnn2-c2ccc(O)cc2)c(C)n1Cc1ccc2c(c1)OCO2 | 13.6 | 30.3
CNC(=O)CSc1nnc(-c2ccco2)n1-c1ccccc1OC | 3.1 | 3.8
CCC(=O)N1CCc2cc(Br)cc(S(=O)(=O)NCC3CCCO3)c21 (centres undefined) | -2.9 | -104.0

3 of these compounds in another layout.
Values run as follows: RmlCD inh mix	RT RNaseH block
- CS(=O)(=O)N1CCC(C(=O)Nc2ccc(Br)cc2F)CC1
    3.9	-4.7
- CCCOc1cc(C)c(S(=O)(=O)n2ccc(C)n2)cc1C
    2.5	-55.1
- CNC(=O)c1csc(-c2ccc(C)cc2)n1
    5.1	.

Further results.
SMILES | RmlCD inh mix | RT RNaseH block
O=C(CSc1nn(-c2ccccc2)c(=S)s1)NC(=O)NCc1ccco1 | -8.1 | .
CCCCn1nc2cc(C(=O)N[C@H](C)C3CCCCC3)ccc2c1OCC | -28.4 | .
COC(=O)c1ccc(C)c(NC(=O)C2COc3ccccc3O2)c1 (centres undefined) | -12.2 | -15.4
Cc1occc1-c1nnc(SCC(=O)c2ccc(Cl)cc2)n1CC1CCCO1 (centres undefined) | -7.8 | -9.3
NC(=O)CN1CC(c2ccccc2)CC1=O (centres undefined) | -9.0 | -5.5
CCOC(=O)c1[nH]c2ccc(OC)cc2c1NC(C)=O | -2.4 | -9.6
Fc1ccc(-c2oncc2-c2nnnn2-c2ccccc2)cc1F | -6.4 | .
COc1ccc(-c2cc(C(=O)Nc3c(C)nn(Cc4ccccc4)c3C)no2)cc1 | -6.8 | -1.4
COC(=O)C(C)NC(=O)C(C)NC(=O)OCc1ccccc1 (centres undefined) | 1.6 | -25.2
Cn1nc(-c2ccc(C(=O)N3CCN(c4ccccc4)CC3)cc2)c2ccccc2c1=O | . | 3.0
Cc1ccc(-c2noc(C3CCN(S(=O)(=O)c4ccc5c(c4)OCCO5)CC3)n2)o1 | 6.6 | -9.2
Cc1noc(C)c1S(=O)(=O)Nc1ccc(O)c2c(=O)cc(-c3ccccc3Cl)oc12 | 7.0 | .
O=C1OC(c2ccccc2)=N/C1=C\N1CCCCC1 | 0.8 | .

Reformatted field by field: entries from further up.
canonical_smiles: COC(=O)C(C)NC(=O)C(C)NC(=O)OCc1ccccc1 (centres undefined)
  RmlCD inh mix = 1.6; RT RNaseH block = -25.2

canonical_smiles: O=C1OC(c2ccccc2)=N/C1=C\N1CCCCC1
  RmlCD inh mix = 0.8; RT RNaseH block = .

canonical_smiles: Cc1noc(C)c1S(=O)(=O)Nc1ccc(O)c2c(=O)cc(-c3ccccc3Cl)oc12
  RmlCD inh mix = 7.0; RT RNaseH block = .

canonical_smiles: Cc1ccc(-c2noc(C3CCN(S(=O)(=O)c4ccc5c(c4)OCCO5)CC3)n2)o1
  RmlCD inh mix = 6.6; RT RNaseH block = -9.2

A draw from above in order of number of heavy atoms, largest number first:
SMILES | RmlCD inh mix | RT RNaseH block
Cn1nc(-c2ccc(C(=O)N3CCN(c4ccccc4)CC3)cc2)c2ccccc2c1=O | . | 3.0
Cc1ccc(-c2noc(C3CCN(S(=O)(=O)c4ccc5c(c4)OCCO5)CC3)n2)o1 | 6.6 | -9.2
Fc1ccc(-c2oncc2-c2nnnn2-c2ccccc2)cc1F | -6.4 | .
CCOC(=O)c1[nH]c2ccc(OC)cc2c1NC(C)=O | -2.4 | -9.6
O=C1OC(c2ccccc2)=N/C1=C\N1CCCCC1 | 0.8 | .
NC(=O)CN1CC(c2ccccc2)CC1=O (centres undefined) | -9.0 | -5.5

Compound activity from PubChem BioAssay.
